# BLM helicase inh: qHTS Assay for Inhibitors of Bloom's syndrome helicase (BLM); AID 2528, 2010; recombinant BLM DNA unwinding, fluorescence dequenching; 350,000 tested, 0.2% active; Potency, µM (series often up to 56.1 µM), for inactives: at the highest dose activity change, negative = inhibition, usual class: inhibitors; RecQ-like DNA helicase BLM (Homo sapiens), P54132;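 also: plate controls were vehicle for no effect and no enzyme for full effect; nearly all actives have a fitted effect of over 35% in size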
# Pol kappa inh: qHTS for Inhibitors of Polymerase Kappa | 400,000 tested, 0.53% active | AID 588579, 2011 | Potency, µM (top dose mostly 107 µM), for the others: at the highest dose activity, negative = inhibition, usual class: inhibitors | DNA polymerase kappa (Homo sapiens), Q9UBT6 | purified Pol kappa, fluorescent DNA synthesis assay, 10 min; also: % is scaled to controls: 0 for no effect and ±100 for the full control effect
# Target sequence (Q9UBT6 whole entry, looked up): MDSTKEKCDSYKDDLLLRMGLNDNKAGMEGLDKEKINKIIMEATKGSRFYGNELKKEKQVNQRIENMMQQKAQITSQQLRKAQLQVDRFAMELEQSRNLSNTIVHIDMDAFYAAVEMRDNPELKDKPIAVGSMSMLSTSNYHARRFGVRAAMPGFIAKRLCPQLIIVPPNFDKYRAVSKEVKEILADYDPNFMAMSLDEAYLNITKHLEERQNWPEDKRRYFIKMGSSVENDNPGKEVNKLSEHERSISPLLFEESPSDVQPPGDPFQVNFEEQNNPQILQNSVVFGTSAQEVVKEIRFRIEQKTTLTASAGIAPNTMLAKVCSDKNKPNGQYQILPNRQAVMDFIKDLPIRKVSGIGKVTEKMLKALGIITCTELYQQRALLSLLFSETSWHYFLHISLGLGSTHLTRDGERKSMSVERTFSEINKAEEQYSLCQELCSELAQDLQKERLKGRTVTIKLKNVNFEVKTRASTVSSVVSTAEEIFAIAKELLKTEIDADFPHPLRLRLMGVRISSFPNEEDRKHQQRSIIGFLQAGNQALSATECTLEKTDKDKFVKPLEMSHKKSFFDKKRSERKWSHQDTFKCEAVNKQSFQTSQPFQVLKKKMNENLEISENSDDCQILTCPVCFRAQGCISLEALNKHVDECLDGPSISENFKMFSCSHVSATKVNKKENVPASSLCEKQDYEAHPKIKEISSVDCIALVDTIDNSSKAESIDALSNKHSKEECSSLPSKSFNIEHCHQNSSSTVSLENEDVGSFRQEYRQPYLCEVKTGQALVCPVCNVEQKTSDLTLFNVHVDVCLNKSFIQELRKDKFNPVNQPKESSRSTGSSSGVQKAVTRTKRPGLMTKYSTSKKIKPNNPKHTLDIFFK
#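 Fluorescent qHTS in 1536-well format: enzyme (10 nM) and compound sat 15 min at room temperature before 50 nM substrate (final) was added. Signal taken at 0 and 10 min; no-enzyme buffer wells were negative controls.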
# G9a inh: qHTS Assay for Inhibitors of Histone Lysine Methyltransferase G9a; Histone-lysine N-methyltransferase EHMT2 (Homo sapiens), Q96KQ7; G9a H3K9 monomethylation, AlphaScreen, 2 h; Potency, µM (series often up to 102 µM), for the others: at the top dose activity, negative = inhibition, actives largely listed as inhibitors; 350,000 tested, 8.8% active; also: % is scaled to controls: 0 for no effect and ±100 for the full control effect; nearly all actives have a fitted effect of over 75% in size
#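 Chemiluminescent proximity detection of H3K9 monomethylation, read after 10 min bead incubation in the dark. Reaction: 20 nM G9a, 500 nM biotin-H3K9 peptide, 20 uM SAM cofactor, 2 h, room temperature, following 15 min enzyme-compound preincubation.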
# APE1 inh: qHTS Assay for Inhibitors of the Human Apurinic/apyrimidinic Endonuclease 1 (APE1). 350,000 tested, 0.35% active. AID 2517, 2012. DNA repair nuclease/redox regulator APEX1 (Homo sapiens), P27695. recombinant APE1, TAMRA/BHQ-2 abasic DNA cleavage fluorescence. Potency, µM (top dose mostly 65.8 µM), inactives show top-dose activity change, negative = inhibition, usual class: inhibitors;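 also: plate controls were vehicle for no effect and reference inhibitor for full effect; nearly all actives have a fitted effect of over 55% in size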
#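 Step 1: APE1 (0.75 nM) with compound, 15 min RT. Step 2: add 50 nM fluorophore/quencher THF duplex. Step 3: three fluorescence reads 60 s apart (525/598 nm); read 3 minus read 1 = reaction progress.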
# JMJD2A Tudor: qHTS Assay for Inhibitors of JMJD2A-Tudor Domain. Lysine-specific demethylase 4A (Homo sapiens), O75164. AlphaScreen JMJD2A-Tudor / H3K4me3 peptide binding. Potency, µM (highest dose often 114 µM), for the others: at the top dose activity change, negative = inhibition, hits mostly inhibitors. 390,000 tested, 4.4% active. AID 504339, 2011; also: % is scaled to controls: 0 for no effect and ±100 for the full control effect; nearly all actives have a fitted effect of over 50% in size
# Pol eta inh: qHTS for Inhibitors of Polymerase Eta. recombinant Pol eta, fluorescent DNA replication assay. Potency, µM (titrated, usually from 114 µM), inactives show top-dose activity change, negative = inhibition, most hits filed as inhibitors. 390,000 tested, 1.2% active; also: % is scaled to controls: 0 for no effect and ±100 for the full control effect
#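 Pol eta at 10 nM preincubated with compounds 15 min at room temperature; reaction started with fluorescent substrate (50 nM final) and read kinetically at 0 and 10 min.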
# POLI inh: qHTS for Inhibitors of Polymerase Iota | Pol iota fluorescent replication assay, 10 min | Potency, µM (highest dose often 115 µM), for the others: at the highest dose activity, negative = inhibition, hits mostly inhibitors | 390,000 tested, 1% active | AID 588590, 2011
#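 Pol iota at 10 nM preincubated 15 min with compounds at room temperature; reaction started with fluorescent substrate, 50 nM final. Fluorescence read kinetically at 0 and 10 min; buffer-only wells as negative control.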
# BAZ2B block: qHTS Assay for Inhibitors of BAZ2B; Bromodomain adjacent to zinc finger domain protein 2B (Homo sapiens), Q9UIF8; AlphaScreen BAZ2B-H3K14Ac peptide displacement; Potency, µM (top dose mostly 114 µM), for inactives: at the highest dose activity change, negative = inhibition, most hits filed as inhibitors; 360,000 tested, 4.4% active; also: % is scaled to controls: 0 for no effect and ±100 for the full control effect; nearly all actives have a fitted effect of over 60% in size
#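 Inhibition is scored as reduced AlphaScreen emission. The BAZ2B/b-H3(5-23)K14Ac complex (50 nM each) in PBS pH 7.4, 0.01% Tween-20 meets compound (up to 110 uM) for 30 min at RT before bead addition.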
# Pol beta inh: qHTS Assay for Inhibitors of DNA Polymerase Beta | AID 485314, 2010 | Potency, µM (highest dose often 114 µM), for the others: at the top dose activity change, negative = inhibition, actives largely listed as inhibitors | 340,000 tested, 1.3% active | P06746 | Pol beta primer extension/strand displacement, fluorescence kinetic; also: % is scaled to controls: 0 for no effect and ±100 for the full control effect
#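 Reaction started by 50 nM substrate onto compound-treated Pol beta (10 nM, 15 min preincubation, room temperature); plates read at 0 min and 10 min. Normalized concentration-effect data fitted by four-parameter Hill equation.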
# * hit, by the source's call; ? = inconclusive; nt = not tested or not shown; [ ] = dose if it differs, or a comment. Calls follow the shape of the dose curve; as a rule, active = well fitted curve in the direction sought with a large enough effect; inconclusive = small, poorly fitted or top-dose-only effect, or another doubt; inactive = no such curve, though single readings can be large; an effect the other way counts as inactive or inconclusive. Potency is read from the fitted curve at half-maximal effect. These rows are one share of the data; rates above refer to the full screens.
SMILES,BLM helicase inh,Pol kappa inh,G9a inh,APE1 inh,JMJD2A Tudor,Pol eta inh,POLI inh,BAZ2B block,Pol beta inh
CC1(C)Cc2ccccc2C(C(Cc2ccccc2)C(N)=O)=N1 (stereo not given),-7.9%,-6.7%,10.7%,-0.8%,-5.6%[57.1 µM],-23.6%,137.8%[activator],3.2%,0.9%
O=C(O)CCn1c(SCCOc2ccccc2)nc2ccccc21,-6.2%,-1.1%,4.5%[0.501 µM],47.1%[activator],-8.6%,-8.0%,1.1%,-0.2%,1.3%
COc1ccccc1CCn1c(=O)c(-c2cccc(Cl)c2)nc2cncnc21,-4.2%,-5.8%[60.1 µM],1.8%[0.501 µM],-7.3%,nt,nt,nt,nt,nt
Cc1cc(C)n(CC(O)COc2c(C)cccc2C)n1 (stereo not given),-2.2%,0.8%,-1.5%,-2.1%,1.4%,-7.2%,7.5%,-5.0%,-0.5%
COc1ccccc1NC(=O)CSc1ccc2nnc(-c3cccnc3)n2n1,-5.4%,14.1%,0.6%[59 µM],1.3%,-9.9%,-2.1%,29.0%,-4.6%,-8.5%
O=C(NCc1cc([N+](=O)[O-])ccc1O)c1cc(-c2ccncc2)nc2ccccc12,-0.1%,-10.4%,?,-19.9%,-14.4%,-28.3%,-2.4%,?,-10.9%
COc1ccc(Br)c(C(=O)OCC(=O)N2CCC(Cc3ccccc3)CC2)c1,nt,-10.8%,5.7%,-5.6%,11.5%,-10.6%,1.0%,29.4%,nt
Cc1cc(C)nc(N2CCC(C(=O)Nc3ccc4c(c3)OCO4)CC2)n1,-1.3%,-1.5%,-3.2%,2.3%,-1.5%,-7.7%,-5.4%,-7.2%,-3.2%
NC(=O)NC(=O)C(c1ccccc1)N1CCN(S(=O)(=O)Cc2ccccc2)CC1 (stereo not given),nt,-11.3%,1.3%[59 µM],38.8%[activator],-8.3%,-5.1%,6.4%,0.4%,nt
CCC(=O)Nc1sc2c(c1C(=O)N(C)C)CCCCC2,-0.1%,-18.0%,-11.1%[59 µM],5.3%,-8.7%,-0.6%,5.3%,12.4%,17.3%
COC(=O)[C@H](NCc1ccc(OC)c(B(O)O)c1)C(C)C,nt,-8.4%,nt,nt,-23.3%,-8.9%,-15.4%,nt,nt
CCc1c(C)sc(NC(=O)CCc2ccc(OC)cc2)c1C(N)=O,-2.9%,-0.9%,-1.2%[12.7 µM],-4.8%,-8.1%,-5.5%,3.5%,1.2%,1.4%
c1ccc(-c2nnc(CN3CCC4(CC3)OCCO4)o2)cc1,-0.5%,2.4%,-27.5%[12.7 µM],3.7%,4.1%,-6.4%,18.6%,-1.6%,-27.1%
CN(C)c1ccc(C=NNC(=O)c2cccc3ccccc23)c(Cl)c1,nt,-12.6%,nt,nt,-8.3%,-19.8%,29.1%,nt,nt
O=c1[nH]nc(CSCc2ccccc2Cl)[nH]1,3.3%,?,-25.8%[59 µM],5.8%,-7.0%,4.5%,3.7%,-0.4%,34.0%
O=C(NCCc1c[nH]c2ccccc12)Nc1ccccc1,-4.9%,-4.8%,-11.6%[59 µM],-5.9%,-27.0%,0.4%,14.6%,-30.3%,-2.9%
Cc1cc(NC(=O)c2ccc(NC(=O)CCS(=O)(=O)c3cccs3)cc2)ccc1Br,-11.0%,4.0%,5.6%[59 µM],nt,-4.4%,15.8%,3.2%,1.5%,?
Cc1nc2ccccc2nc1N/N=C/c1ccc(O)cc1O,-14.5%,-10.3%,?,-4.6%,14.1µM*,?,2.7%,25.1µM*,?
COc1ccc2c(C)c(CC(=O)NCc3ccccc3Cl)c(=O)oc2c1OC,-6.8%,-14.3%,-32.2%[59 µM],nt,-12.8%,-0.7%,-6.6%,-15.0%,44.7µM*
CCC(=O)N1CCc2cc(S(=O)(=O)N(C)c3ccc(OC)cc3OC)ccc21,-0.3%,-9.3%[60.1 µM],2.9%[2.33 µM],-11.6%,-16.7%,-5.6%,17.7%,15.2%,49.3%
COCCC(=O)N1CCC(Oc2ccc(C(=O)N3CCCCCCC3)cc2)CC1,-1.4%,-2.4%,69.7%[activator],-0.3%,-4.5%,12.7%,12.4%,6.1%,86.6%
CCc1nn2c(=O)cc(COC(=O)Cc3ccccc3)nc2s1,-0.5%,-14.6%,2.4%[59 µM],nt,-10.7%,-8.0%,-1.0%,-1.5%,3.4%
CCCCn1c(N)c(N(C)C(=O)c2ccccc2Oc2ccccc2)c(=O)[nH]c1=O,nt,-6.5%,?,-13.8%,-5.7%,-15.6%,?,11.4%,nt
O=C(NC1CC2CCCC(C1)N2C(=O)Nc1ccccc1Cl)C1CC1 (stereo not given),-1.5%,2.2%,2.4%,13.6%,-12.9%,-7.6%,6.5%,1.6%,0.6%
CC(=O)N1CCc2cc(S(=O)(=O)NCCC3=CCCCC3)ccc21,nt,-3.7%,nt,nt,-26.7%,5.6%,2.7%,nt,nt
# Continued:
SMILES,BLM helicase inh,Pol kappa inh,G9a inh,APE1 inh,JMJD2A Tudor,Pol eta inh,POLI inh,BAZ2B block,Pol beta inh
O=C(Cc1ccc(Br)cc1)N1CCCCCC1,-0.6%,-5.9%,6.7%[12.7 µM],0.1%,-4.1%,1.1%,9.8%,4.0%,-12.5%
Cc1noc(C(=O)Nc2cccc(O)c2)c1Cl,3.2%,-1.0%,4.7%,0.0%,-10.7%,-5.9%,-28.8%,-12.6%,-0.8%
Cc1cccn2c(=O)cc(COc3ccc(NC(=O)C(C)C)cc3)nc12,-8.1%,-3.3%[60.1 µM],28.3%[59 µM],nt,-10.7%,-4.1%,?,9.7%,39.8%[activator]
COc1ccc(-c2cc(C(F)(F)F)n3nc(C(=O)Nc4cccc(Cl)c4Cl)cc3n2)cc1OC,-4.5%,-16.1%,?,nt,-11.8%,-8.3%,?,3.4%,-26.5%
O=C1CCC/C=C\C[C@@H](CC(=O)N(CCO)Cc2ccccc2)C(=O)N[C@H](Cc2c[nH]c3ccccc23)CO1,nt,-0.8%,nt,-14.6%,-19.2%,-11.9%,16.7%,nt,nt
COc1ccc(NC(=O)c2sc3nc(-c4cc5ccc(OC)cc5oc4=O)[nH]c(=O)c3c2C)cc1,-1.4%,0.1%,2.7%[59 µM],nt,-18.1%,-3.4%,8.1%,-2.1%,-1.6%
COc1ccc(CC(=O)NCCc2ccc(Cl)cc2Cl)cc1,-6.5%,5.3%,11.3%,-5.9%,-14.7%,-3.5%,92.8%[activator],10.4%,44.8%
Cc1cccc(-n2c(SCC(=O)Nc3cccc(S(=O)(=O)NC4=NCCCCC4)c3)nc3ccccc3c2=O)c1C,-2.6%,7.6%,-6.9%[59 µM],-7.3%,-12.1%,-8.0%,12.3%,-3.6%,36.0%
CCOc1ccc(CNS(=O)(=O)c2c(C(=O)N3CCCCCC3)c(C)n(C)c2C)cc1OC,0.6%,0.0%,-4.4%[59 µM],nt,-18.7%,-14.0%,28.6%,-18.2%,-14.9%
CCOc1ccc2nc(NCCCNS(=O)(=O)c3ccccc3)c(C#N)cc2c1,-9.3%,-17.8%,78.8%[activator][59 µM],-5.6%,34.2%[activator],-23.6%,3.3%,46.5%[activator],-2.2%
Cc1ccc(C2=NS(=O)(=O)N(C)C(C(=O)NCc3ccco3)=C2)cc1,-3.9%,3.6%,18.5%[12.7 µM],15.1%,-31.2%,-16.3%,-25.5%,?,-1.2%
COc1ccc(CN2CCCC(CNC(=O)c3ccc(F)cc3)C2)cc1OC (stereo not given),-2.9%,7.4%,31.5%,-2.6%,-12.8%,-5.0%,-0.6%,35.4%,?
CC(C)c1ccc2oc(=O)cc(CN3CCOCC3)c2c1,-0.9%,10.8%,17.2%,57.4%[activator],-18.4%,-11.1%,5.1%,-20.6%,25.5%
Cc1cc(C(=O)CN2C(=O)NC3(CCCc4ccccc43)C2=O)c(C)n1Cc1cccs1 (stereo not given),-7.1%,-7.9%,2.6%[59 µM],-6.6%,-13.7%[11.4 µM],-18.0%,0.7%,-38.2%,1.9%
O=S(=O)(Cc1nc2ccccc2s1)c1ccccc1,-0.4%,-2.4%,11.7%[12.7 µM],2.4%,13.0%,-23.9%,-2.4%,0.8%,-3.8%
CC(C)(C)OC(=O)NCc1ccc(CNC(=O)c2[nH]cnc2C(=O)N[C@@H](Cc2ccccc2)C(=O)OCc2ccccc2)cc1,-13.9%,-9.2%,16.7%,-16.3%,-35.9%,-9.9%,?,-8.9%,14.1%
CCOc1ncccc1C(=O)N(CCC(C)C)c1c(N)n(Cc2ccccc2)c(=O)[nH]c1=O,nt,0.3%,nt,28.4%,-9.7%,-10.7%,-20.4%,nt,nt
O=C(/C=C/c1cccc(Br)c1)c1ccc2c(c1)OCO2,-11.4%,-1.1%,14.1%,18.5%,14.8%,?,?,0.1%,-4.2%
O=C(COC(=O)c1cc([N+](=O)[O-])ccc1N1CCOCC1)c1ccccc1,nt,-1.6%,?,17.9%,-28.3%,-8.6%,8.2%,-30.6%,nt
CCN(Cc1ccccc1)S(=O)(=O)c1c(C)n(C)c(=O)n(C)c1=O,nt,-1.7%,-0.2%,10.0%,-8.8%,-17.6%,13.5%,6.8%,nt

# Pulled by compound from the entries so far, three records:
SMILES,BLM helicase inh,Pol kappa inh,G9a inh,APE1 inh,JMJD2A Tudor,Pol eta inh,POLI inh,BAZ2B block,Pol beta inh
Cc1cccc(-n2c(SCC(=O)Nc3cccc(S(=O)(=O)NC4=NCCCCC4)c3)nc3ccccc3c2=O)c1C,-2.6%,7.6%,-6.9%[59 µM],-7.3%,-12.1%,-8.0%,12.3%,-3.6%,36.0%
O=S(=O)(Cc1nc2ccccc2s1)c1ccccc1,-0.4%,-2.4%,11.7%[12.7 µM],2.4%,13.0%,-23.9%,-2.4%,0.8%,-3.8%
CCOc1ncccc1C(=O)N(CCC(C)C)c1c(N)n(Cc2ccccc2)c(=O)[nH]c1=O,nt,0.3%,nt,28.4%,-9.7%,-10.7%,-20.4%,nt,nt
